# Bioassay records as filed in PubChem.
# KAT2A inh = GCN5L2 (KAT2A) acetyltransferase inhibition | GCN5L2 HAT assay, ThioGlo1 CoA-SH fluorescence | Potency, µM (series often up to 58.9 µM), without a hit: top-dose activity change, negative = inhibition, most hits filed as inhibitors | 390,000 tested, 0.21% active
# Target sequence (Q92830 whole entry, looked up): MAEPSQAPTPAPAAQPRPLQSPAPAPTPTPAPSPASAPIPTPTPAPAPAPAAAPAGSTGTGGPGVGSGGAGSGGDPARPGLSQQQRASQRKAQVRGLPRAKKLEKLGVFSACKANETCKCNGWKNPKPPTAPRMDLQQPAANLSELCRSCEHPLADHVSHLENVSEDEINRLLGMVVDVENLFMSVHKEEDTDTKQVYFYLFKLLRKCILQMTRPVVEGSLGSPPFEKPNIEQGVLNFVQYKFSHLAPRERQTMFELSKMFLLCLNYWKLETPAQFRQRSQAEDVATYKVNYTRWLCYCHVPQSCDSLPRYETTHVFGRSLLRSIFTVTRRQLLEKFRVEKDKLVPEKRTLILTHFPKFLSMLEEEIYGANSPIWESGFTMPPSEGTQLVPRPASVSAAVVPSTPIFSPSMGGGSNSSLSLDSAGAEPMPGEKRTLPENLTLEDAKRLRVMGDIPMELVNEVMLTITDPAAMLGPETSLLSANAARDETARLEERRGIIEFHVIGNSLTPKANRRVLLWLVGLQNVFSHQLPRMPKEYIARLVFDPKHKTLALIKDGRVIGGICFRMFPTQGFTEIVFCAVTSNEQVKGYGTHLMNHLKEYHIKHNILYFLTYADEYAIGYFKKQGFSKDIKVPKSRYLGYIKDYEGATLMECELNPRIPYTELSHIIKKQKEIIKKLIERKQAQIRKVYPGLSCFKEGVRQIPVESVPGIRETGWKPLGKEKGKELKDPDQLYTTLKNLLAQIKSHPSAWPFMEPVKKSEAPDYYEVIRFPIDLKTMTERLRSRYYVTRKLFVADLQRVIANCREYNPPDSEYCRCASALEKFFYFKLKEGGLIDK
#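 Fluorescence readout, Ex340nm/Em540nm: ThioGlo1 (50uM final) reacts with free CoA thiol released as 20nM GCN5L2 acetylates H3(1-25) peptide (75uM) using acetyl-CoA (70uM). Compound and enzyme sat 15 min beforehand; 20 min room-temperature reaction.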
# N370S GC mod = N370S glucocerebrosidase modulation, Gaucher chaperone candidate; P04062; N370S GC spleen homogenate, 4MU-glucoside fluorescence; Potency, µM (doses to about 59.4 µM), for the others: at the top dose activity change, negative = inhibition, usual class: inhibitors; 330,000 tested, 0.092% active; AID 2101;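 further: 0% = full enzyme activity and -100% = no enzyme basal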
# FEN1 inhibitor = inhibitors of human flap endonuclease 1; P39748; Recombinant FEN1 flap cleavage, fluorescence, 15 min; Potency, µM (highest dose often 114 µM), without a hit: top-dose activity change, negative = inhibition, actives largely listed as inhibitors; 390,000 tested, 0.35% active; AID 588795; further: nearly all actives have a fitted effect of over 65% in size
#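 Recombinant FEN1 (10 nM) was preincubated with pin-transferred compounds for 15 min at room temperature, then flap DNA substrate (50 nM final) was added. Plates were read at 0 and 15 min, and normalized concentration–response data were fitted to a four-parameter Hill equation.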
# * = called active by the depositor; ? = inconclusive; . = no result given; & = joins results of further samples; [ ] = remark or other dose. The call rests on the fitted dose curve; in most records, active means well fitted curve in the direction sought with a large enough effect; inconclusive means small, poorly fitted or top-dose-only effect, or another doubt; inactive means no such curve, though single readings can be large; an effect the other way counts as inactive or inconclusive. Unless noted, on the % scale 0 is the no-effect control and ±100 the full control effect; potency means the concentration at half of the fitted maximal effect.
Structure,KAT2A inh,N370S GC mod,FEN1 inhibitor
O=C(Nc1ccc(N=Nc2ccccc2)c(NC(=O)C2CCCO2)c1)C1CCCO1 (stereo not given),-7%,0%,?
CO/C=C/C#CC1(O)CCN(C)CC1,-4%,-6%,-9%
CCOc1cc(/C=C2/C(=O)ON=C2C)cc(Br)c1O,-7%,-10%,11%
COc1ccc(C)cc1S(=O)(=O)N(C)CC(=O)NCc1ccccn1,-2%,13%,5%
O=c1ccc(OCCOc2ccccc2)nn1-c1ccccc1,-4%,5%,2%
CCn1cc(Br)c(C(=O)NC(=S)Nc2ccc(C(=O)OC)cc2)n1,0%,?,7%
COc1ccc(-c2c([C@H]3[C@H]4C=CC[C@@H](C)[C@@H]4C(=O)N3Cc3ccccc3)ccc3ccccc23)cc1OC,-20%,19%,-3%
CC(C)(C)NC(=O)c1cc2c(ccc3ccccc32)oc1=O,-27%,?,6%
Cc1ccc(Cl)cc1-n1c(=O)c2sc3ccccc3c2n(CC(=O)NC2CCCC2)c1=O,-6%,.,-3%
C[C@@H]1CC=C[C@@H]2[C@H]1C(=O)N(Cc1ccccc1)[C@H]2c1cccc(Br)c1,-4%&-8%,16%,-15%
O=[N+]([O-])c1ccc(CSc2nnc(SCc3ccc(Cl)cc3)s2)cc1,-1%,7%,-18%
Cc1ccccc1CSc1nnc(Cn2c(=O)sc3ccccc32)n1C,1%,4%,12%

# Next section:
Structure,KAT2A inh,N370S GC mod,FEN1 inhibitor
C/C(CS(=O)(=O)c1ccccc1)=N\O,2%,18%,2%
Cc1ccc(C(C(=O)NC(C)(C)C)N(Cc2ccc3c(c2)OCO3)C(=O)c2ccc(CN3CCOCC3)o2)o1 (stereo not given),0%,-31%,-2%
Cc1cc(C)c(OCC(=O)OCC(=O)NNC(=O)c2ccccc2F)c(C)c1,3%,.,-5%
N#C/C(=C\c1ccccc1)c1n[nH]c(Cn2cncn2)n1,-4%,3%,13%
CCOc1ccc(C(=O)Nc2cccc(-c3nc4cc(Cl)cc(Cl)c4o3)c2)cc1,-10%,.,5%
COC(=O)c1c(NC(=O)COc2c(C)cccc2C)sc2c1CCCC2,0%,.,4%
Cc1ccc(CN2CC(C(=O)Nc3ncc(C)s3)CC2=O)cc1 (stereo not given),-2%,0%,-1%
Cc1c(NC(=O)c2ccccc2N(C)S(=O)(=O)c2ccccc2)c(=O)n(-c2ccccc2)n1C,3%,5%,-13%
COc1ccc(C(=O)NC2CCN(C(=O)NCc3ccccc3)CC2)cc1,-2%,6%,5%
CCOc1ccc(N(CC(=O)N2CCN(c3ccccc3F)CC2)S(=O)(=O)c2c(C)noc2C)cc1,-1%,3%,12%
O=C(NC1CCCC1)C(c1cccs1)N(C(=O)c1ccco1)c1ccc2c(c1)OCO2 (stereo not given),-5%,6%,-6%
COc1ccc(N2Cc3cccc(C(=O)Nc4cc(C)cc(C)c4)c3C2=O)cc1,-26%,.,-16%

# Laid out differently: 4 of the compounds above.
# Second line of a record: KAT2A inh	N370S GC mod	FEN1 inhibitor
- Cc1ccc(CN2CC(C(=O)Nc3ncc(C)s3)CC2=O)cc1 (stereo not given)
→ -2%	0%	-1%
- Cc1c(NC(=O)c2ccccc2N(C)S(=O)(=O)c2ccccc2)c(=O)n(-c2ccccc2)n1C
→ 3%	5%	-13%
- COc1ccc(C(=O)NC2CCN(C(=O)NCc3ccccc3)CC2)cc1
→ -2%	6%	5%
- CCOc1ccc(N(CC(=O)N2CCN(c3ccccc3F)CC2)S(=O)(=O)c2c(C)noc2C)cc1
→ -1%	3%	12%

# Continued:
Structure,KAT2A inh,N370S GC mod,FEN1 inhibitor
COC(=O)c1ccc(C)c(NC(=O)Cc2coc3cc(OC)ccc23)c1,2%,1%,1%
CCc1ccc2c(c1)C(c1ccc([N+](=O)[O-])cc1)=NNC(c1ccccc1)=N2,-5%,10%,-3%
Cc1ccc(S(=O)(=O)c2nnn3c2nc(N(C)Cc2ccccc2)c2cc(Cl)ccc23)cc1C,-5%,.,-3%
Nn1c(SCC(=O)Nc2c(F)cc(F)cc2Br)nnc1C1CCCCC1,1%,-2%,18%
O=C1NC[C@@H](c2ccccc2)OC(=O)[C@@H](Cc2ccc(F)cc2)C/C=C\C[C@@H]1CC(=O)N(CCO)Cc1ccccc1,-9%,.,-7%
COCCn1c(N2CCN(c3ccc(OC)cc3)CC2)nc2c1c(=O)[nH]c(=O)n2C,1%,-2%,18%
COc1ccc(OCC(=O)Nc2ccc(NC(=O)c3ccco3)c(C)c2)cc1,-6%,-3%,12%
COc1ccc(/C=C\c2onc(C)c2S(=O)(=O)N2CCC(C(=O)Nc3cccc(C)c3C)CC2)cc1,-14%,.,15%
Cc1cc(C(C)(C)C)cc(C)c1CCNC(=O)c1ccc[n+]([O-])c1,-4%,-19%,-16%
COc1cc2c(cc1OC)C(COc1ccc3c(C)cc(=O)oc3c1)N(C(=O)c1cc(Cl)ccc1OC)CC2 (stereo not given),1%,.,18%
Cc1cc(SCC(=O)OC(C)C(=O)N(C)c2ccccc2)nc2ccccc12 (stereo not given),-13%,0%,-9%
CCOC(=O)N1CCN(C(=O)Nc2ccc3nc(-c4ccccn4)c(-c4ccccn4)nc3c2)CC1,-28%,5%,6%

# Additional structures
Structure,KAT2A inh,N370S GC mod,FEN1 inhibitor
Cc1ccc(S(=O)(=O)Cc2ccc(C(=O)N3CCN(c4ccc(F)cc4)CC3)o2)cc1,-2%,6%,7%
CC(=O)/C(=C\N(C)C)Sc1ccc(Cl)cc1,-24%,10%,-16%
Cc1ccc(NC(=O)Cn2cnc3c(cnn3C(C)(C)C)c2=O)cc1,-1%,-5%,-6%
COc1ccc(NC(=S)Nc2ccc(OC(F)F)cc2)cn1,2%,-6%,-3%
CCOc1ccc(CN2CCC(n3nccc3NC(=O)c3ccccc3OC)CC2)cc1,-22%,-3%,17%
Cc1ccc(-c2cn3c(n2)sc2cc(C(=O)NCCCN4CCCCCC4)ccc23)cc1,-3%,.,15%
Cc1ccc(F)cc1CNC(=O)C1CCC(=O)N(CC2CCCCC2)C1 (stereo not given),-5%,-8%,19%
Cc1ccc(N(CCC#N)C(=O)COC(=O)c2nc3nc(C)cc(C)n3n2)cc1,0%,3%,1%
O=C(COc1ccc(F)cc1Cl)Nc1ccc(S(=O)(=O)Nc2nccs2)cc1,-11%,-4%,-6%
CC1Cc2ccccc2N1C(=O)COC(=O)c1cccnc1Cl (stereo not given),-4%,0%,-2%
O=C(Cc1coc2ccc3ccccc3c12)Nc1nnc(C2CC2)s1,0%,-6%,4%
Cc1ccc(N(C(=O)c2csnn2)C(C(=O)NC2CCCC2)c2cccnc2)cc1 (stereo not given),-4%,2%,14%

# Next section
Structure,KAT2A inh,N370S GC mod,FEN1 inhibitor
O=C(O)c1cccc2c1C(=O)N(C1CCCC1)C2,-13%,-1%,16%
COc1ccc(/C=C(\C#N)c2c[nH]c3ccccc23)cc1,-14%,?,?
Clc1ccc(CN(CC2CCCO2)C(c2cccs2)c2nnnn2C2CCCC2)cc1 (stereo not given),-11%,24%,-6%
CCOC(=O)C1=C(C)NC2=C(C(=O)C(C(=O)OCC)C(c3cccc(OC)c3)C2)C1c1ccccn1 (stereo not given),-1%,-2%,-1%
Cc1ccsc1C1CC(=O)NC2=C1C(=O)CC(C)(C)C2 (stereo not given),-5%,8%,-2%
COc1ccccc1CNC(=O)C1CCCN(S(=O)(=O)c2cccc3nsnc23)C1 (stereo not given),-6%,0%,-13%
COc1ccc(Cl)cc1NC(=O)N1CCN(S(=O)(=O)c2ccc3c(ccn3C)c2)CC1,-5%,.,-6%
CN(C)c1ccc(-c2cc(-n3ccnc3)ncn2)cc1,-16%,-5%,.
COC(=O)c1ccccc1NC(=O)CSc1n[nH]c(CC(C)C)n1,-4%&-4%,-3%,-7%&14%
CCCCNC(=O)CCCCCNS(=O)(=O)c1ccc(Br)cc1,0%,-4%,-3%
O=C(NCCN1CCOCC1)c1cc2n(n1)C(C(F)(F)F)CC(c1ccc(F)cc1)N2 (stereo not given),-4%,-27%,1%
O=C(NCCc1c[nH]c2ccccc12)/C(=C/c1cccnc1)NC(=O)c1ccccc1,-1%,-12%,0%

# Next part
Structure,KAT2A inh,N370S GC mod,FEN1 inhibitor
COc1ccc(-c2noc(CSc3nc(N)cc(=O)[nH]3)n2)cc1,4%&-3%,-7%,18%&-2%
CCCCSc1nc2ccccc2n1CC(=O)O,-1%,1%,2%
Cc1cccc(N2CCN(C(=O)CN3C(=O)COc4ccc(S(=O)(=O)N5CCC(C)CC5)cc43)CC2C)c1 (stereo not given),-5%,.,-23%
CCOc1ccc(NC(=O)Cn2c(=O)n(CC(=O)NCc3ccccc3Cl)c(=O)c3sccc32)cc1,-5%,.,-4%
Nc1ccc2c(c1)sc1ccccc12,-3%,4%,14%
CN(Cc1ccc(F)cc1)C(=O)CCc1nnc(-c2ccccc2)o1,-2%,6%,-6%
C[C@]12c3[nH]c4cc(-c5ccco5)ccc4c3CCN1C(=O)[C@@H](CC(=O)NCCN1CCOCC1)C[C@@H]2C(=O)N1CCCCC1,-3%,.,1%
CCOc1ccc2[nH]c3c(NCCN(CC)CC)ncnc3c2c1,-5%,-3%,?
O=C(Nc1ccc(F)cc1)c1ccc(Cn2nc(N3CCN(c4ccccc4)CC3)ccc2=O)o1,-10%,.,3%
C(=C\c1ccccc1)/CNCC1CCCO1 (stereo not given),-4%,-2%,-5%
Cc1c(NC(=O)/C=C/c2ccc(S(=O)(=O)N3CCOCC3)cc2)c(=O)n(-c2ccccc2)n1C,-5%,-5%,11%
Cc1ccc(C(=O)N(CC(C)C)c2nc3ccccc3s2)o1,-20%,-2%,3%

# Other records follow.
Structure,KAT2A inh,N370S GC mod,FEN1 inhibitor
Cc1ccc(-c2nnc(SCC(=O)c3ccc(Cl)cc3)n2-c2ccccc2)cc1,-12%,.,-6%
COc1ccc(OC)c(C2NC(=O)NC(C)=C2C(=O)Nc2ccc(C)cc2C)c1 (stereo not given),-5%,0%[2.35 µM],-12%
O=C(NCCOc1ccc(Cl)cc1)c1cccc(S(=O)(=O)N2CCCC2)c1,-1%,.,5%
COc1ccc(Cn2ccnc2SCC(=O)NCc2ccco2)cc1,2%,.,-1%
CNC(=O)C(=O)NCCc1ccc(Cl)cc1,0%,0%,4%
CN(C)c1ccc(C(CNC(=O)COc2ccccc2)N2CCOCC2)cc1 (stereo not given),-9%,.,4%
CCNC(=O)CC1C(=O)N(c2ccccc2)C(=O)N1CCc1ccc(OC)c(OC)c1 (stereo not given),-14%,0%[12.8 µM],-2%
CC(C)C(NC(=O)C12CC3CC(CC(C3)C1)C2)C(=O)N/N=C/C1=C(N2CCOCC2)C(=C\c2ccc([N+](=O)[O-])cc2)/CC1 (stereo not given),2%,-5%,3%
COc1ccc(-n2ncc3c2CC(C)(C)CC3NC(=O)c2cnc(C)cn2)cc1 (stereo not given),0%,4%,-1%
Cc1cc2c(c(C)c1CCO)C(=O)[C@H](C)C2,-2%,.,-3%
c1nc(N2CCCCC2)c2[nH]cnc2n1,-3%,?,-10%
CC1CCN(c2nc3ccc(C(=O)NCc4ccccc4)cc3s2)CC1,-2%,.,-14%

# Other records follow:
Structure,KAT2A inh,N370S GC mod,FEN1 inhibitor
CS(=O)(=O)N1CCN(c2ccc(NC(=O)c3ccc([N+](=O)[O-])o3)cc2)CC1,-6%,-4%,-1%
COc1ccc(CNC(=O)CN(Cc2ccccc2)C(=O)CCC(=O)Nc2nccs2)cc1,-5%,0%,4%
O=C(CSc1n[nH]c(-c2ccccc2Cl)n1)N1CCN(c2ccccc2)CC1,-2%,.,4%
Cc1ccc(S(=O)(=O)NN2C(=O)c3ccccc3NC2c2ccco2)cc1 (stereo not given),-2%,5%,-11%
COc1ccc(Cl)cc1NC(=O)CSC1=Nc2ccccc2C2=NC(CCC(=O)NCc3ccc(F)cc3)C(=O)N12 (stereo not given),-1%,.,-1%
Cc1cccc(NC(=O)CSc2nnc([C@H](C)NC(=O)OC(C)(C)C)o2)c1C,-7%,-2%,9%
CN(c1ccccc1)S(=O)(=O)c1cccc(C(=O)OCC(=O)Nc2ccc(C(N)=O)cc2)c1,-9%,.,6%
COc1ccc(NC(=S)N(CCCN2CCC(C)CC2)Cc2cccs2)cc1,-1%,14%,1%
CC(C)CC(NC(=O)OC(C)(C)C)c1cn([C@@H](CCC(=O)OC(C)(C)C)C(=O)N2CCN(C(=O)OC(C)(C)C)CC2)nn1 (stereo not given in full),-8%,-4%,-6%
Cc1c(Cl)ccc2c1NC(=O)C21NC(CCC(N)=O)[C@H]2C(=O)N(c3ccc(Cl)cc3)C(=O)[C@H]21 (stereo not given in full),-2%,-5%,-6%
O=C(c1ccccc1)N1N=C(c2ccccc2)CC1c1ccccc1 (stereo not given),-14%,5%,-9%
Cc1cccc(C(=O)NCCc2nnc(SCC(=O)Nc3cccc(C(=O)O)c3)n2C)c1,1%,-25%,0%

# These rows are one share of the data. The share of hits here may be higher or lower than overall.
